# Source: PubChem BioAssay (National Center for Advancing Translational Sciences (NCATS))
# KCNH2 WT inh: qHTS for Inhibitors of KCHN2 3.1: Wildtype qHTS; Voltage-gated inwardly rectifying potassium channel KCNH2 (Homo sapiens), Q12809; U2OS, BacMam KCNH2, thallium flux FluxOr; active compounds read low; activity change, % at 1.84 µM; 340,000 compounds, 0.37% hits;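 active = maximum activity change below -70%; inconclusive = maximum activity change between -70% and -50%; inactive = maximum activity change above -50%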; note: % is set by controls: 0 for no effect and ±100 for the full control effect
#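 U2OS cells were transduced with wild-type KCNH2 virus (2.03 x 10^8 / mL) for 4 h at room temperature, then cultured overnight at 37 C. Thallium flux was read with FluxOr dye. Rate constants were normalized to DMSO controls.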
# Menin MLL FP TR: qHTS Assay for Inhibitors Targeting the Menin-MLL Interaction in MLL Related Leukemias: Competition With Texas Red Labeled MLL-derived Mutant Peptide; O00255; AID 1768, 2009; Potency, µM (highest dose often 61.6 µM), for the others: at the highest dose FP activity change, negative = inhibition, hits mostly inhibitors; 270,000 compounds, 0.23% hits; Menin + Texas Red MLL mutant peptide, fluorescence polarization; active = well fitted inhibition curve with a large enough effect in the polarisation, with a control signal flat, not every such curve was filed as active; inconclusive = small, poorly fitted or top-dose-only effect, or effect the other way, or a change in a side signal; inactive = no such curve, though single readings can be large or run the other way; the % refers to the polarisation; note: potency is the fitted concentration of half-maximal effect; % of control where 0% means no effect; many of its hits are not listed in these tables
# MBNL1 CUG block: qHTS Assay for Inhibitors of MBNL1-poly(CUG) RNA binding | Potency, µM (doses to about 57.5 µM), without a hit: at the highest dose activity change, negative = inhibition, usual class: inhibitors | 280,000 compounds, 0.036% hits | Muscleblind-like protein 1 (Homo sapiens), Q9NR56 | TR-FRET MBNL1-His/biotin-(CUG)12 binding, 665/545 ratio | AID 2675, 2010; active = well fitted inhibition curve with a large enough effect in the signal ratio, with a control signal flat, not every such curve was filed as active; inconclusive = small, poorly fitted or top-dose-only effect, or effect the other way, or a change in a side signal; inactive = no such curve, though single readings can be large or run the other way; the % refers to the signal ratio; note: potency is the fitted concentration of half-maximal effect; % is set by controls: 0 for no effect and ±100 for the full control effect
#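 TR-FRET between His-tagged MBNL1 and biotin-(CUG)12 RNA, detected with Tb anti-His antibody (0.055 ng/ul) and streptavidin-XL665 (5 nM), 60 min at room temperature. Compounds titrated 92 nM to 58 uM; 665/545 nm ratio normalized to buffer and complex controls.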
# Eya2 inh: qHTS Assay for Inhibitors of the Phosphatase Activity of Eya2 | Potency, µM (doses to about 76.9 µM), for the others: at the top dose activity, negative = inhibition, hits mostly inhibitors | Protein phosphatase EYA2 (Homo sapiens), O00167 | 330,000 compounds, 0.006% hits | recombinant Eya2, OMFP fluorescence dephosphorylation (OMFP is methylfluorescein phosphate) | AID 488837, 2010; note: potency is the fitted concentration of half-maximal effect; % is set by controls: 0 for no effect and ±100 for the full control effect
#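 Eya2 (0.2 uM) preincubated 10 min at ambient with compound, then OMFP substrate added at 50 uM; 10 min reaction in 50 mM HEPES pH 7.5, 50 mM NaCl, 5 uM MgCl2, 0.05% BSA, 1 mM DTT. Fluorescence read at Ex 485/Em 525 nm.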
# BCR signal inh: qHTS Assay to Find Inhibitors of Chronic Active B-Cell Receptor Signaling; ABC-DLBCL IkBa-CBG/CBR reporter, luminescence ratio, 4 h; Potency, µM (top dose mostly 46.1 µM), for inactives: top-dose ratio change, negative = lower green/red ratio, actives largely listed as inhibitors; 340,000 compounds, 0.05% hits; active = well fitted inhibition curve with a large enough effect in the signal ratio, with a control signal flat, not every such curve was filed as active; inconclusive = small, poorly fitted or top-dose-only effect, or effect the other way, or a change in a side signal; the % refers to the signal ratio;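 note: potency is the fitted concentration of half-maximal effect; plate controls were basal doxycycline-induced cells for no effect and cells given 10 µM MG132 for full effect; MG132 reads +100%, hits lower the ratio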
#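 Doxycycline induced both beetle luciferases in TMD8 lymphoma cells; IKK-driven degradation limits the IkappaBalpha-fused green signal, while red luminescence normalises for cell number and nonspecific effects. Compounds tested up to 46 uM, 4 hrs.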
# S-ASM inh: Inhibitors of Secretory Acid Sphingomyelinase (S-ASM): qHTS. 340,000 compounds, 0.006% hits. Potency, µM (top dose mostly 57.5 µM), without a hit: at the top dose activity change, negative = inhibition, actives largely listed as inhibitors. placental ASM, HMU-PC fluorogenic substrate, 60 min. Sphingomyelin phosphodiesterase (Homo sapiens), P17405. AID 504937, 2011; note: potency is the fitted concentration of half-maximal effect
# Target sequence (P17405 47-631 limits assumed): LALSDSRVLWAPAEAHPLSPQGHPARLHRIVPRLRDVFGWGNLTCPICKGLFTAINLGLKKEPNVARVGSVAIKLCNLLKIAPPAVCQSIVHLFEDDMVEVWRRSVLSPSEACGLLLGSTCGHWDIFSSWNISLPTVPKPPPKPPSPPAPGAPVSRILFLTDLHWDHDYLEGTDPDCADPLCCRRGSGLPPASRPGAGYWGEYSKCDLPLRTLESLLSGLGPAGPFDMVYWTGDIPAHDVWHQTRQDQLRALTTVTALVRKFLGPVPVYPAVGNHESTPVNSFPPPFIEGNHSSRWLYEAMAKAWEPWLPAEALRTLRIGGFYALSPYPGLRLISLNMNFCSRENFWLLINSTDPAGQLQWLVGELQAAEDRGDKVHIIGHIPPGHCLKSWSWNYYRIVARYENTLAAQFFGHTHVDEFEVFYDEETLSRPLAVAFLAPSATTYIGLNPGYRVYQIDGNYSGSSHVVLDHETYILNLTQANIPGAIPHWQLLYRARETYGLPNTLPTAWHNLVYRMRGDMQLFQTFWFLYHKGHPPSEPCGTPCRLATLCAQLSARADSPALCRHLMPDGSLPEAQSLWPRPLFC
#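 Human placenta-derived ASM preincubated with compound 10 min at room temperature, then reacted with 9 uM (final) fluorogenic HMU-PC substrate for 60 min at 37 C. Stop solution raises pH to 10; fluorescence read at Ex 386/Em 447 nm.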
# Mito fusion act: qHTS Assay for Small Molecule Inhibitors of Mitochondrial Division or Activators of Mitochondrial Fusion | Potency, µM (titrated, usually from 46.1 µM), without a hit: at the highest dose growth rescue (activation), usual class: activators | S. cerevisiae fusion-defective mutant growth rescue, CellTiterGlo 48 h | AID 485298, 2010 | 320,000 compounds, 0.23% hits;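 note: potency is the fitted concentration of half-maximal effect; % of control where 0% means no effect; nearly all actives have a fitted effect of over 45% in size; temperature-sensitive fusion mutants such as fzo1-1 at 37 °C on non-fermentable ethanol glycerol medium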
#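 S. cerevisiae fusion-defective temperature-sensitive mutants (e.g. fzo1-1, mgm1-5) grown 48 h at 37C in YPEG (ethanol/glycerol non-fermentable) medium with 23 nl compound per well; growth rescue read as CellTiterGlo luminescence.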
# TSHR antagonist: Antagonists of the Thyroid Stimulating Hormone Receptor: HTS campaign | AID 504810, 2011 | 330,000 compounds, 0.2% hits | TSHR-expressing cells, TSH-stimulated cAMP HTRF, 2 h; active compounds read low | Thyrotropin receptor (Homo sapiens), P16473 | activity change, negative = inhibition, % at 11.5 µM;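 active = activity change below a set negative limit, meaning inhibition stronger than a set level, cut at about -70% in these data; inconclusive = activity change between two set negative limits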; note: % is set by controls: 0 for no effect and ±100 for the full control effect
#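 Cell-based HTRF cAMP assay; TSHR cells + compound, TSH EC80 (4nM final), 2 h, 37 deg C. Lysis with anti-cAMP cryptate and cAMP-d2, 30 min RT, read 665/620 nm.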
# GALK inhibitor: qHTS Assay for Inhibitors of Human Galactokinase (GALK); P51570; Purified GALK, Kinase-Glo residual ATP luminescence; Potency, µM (highest dose often 57.5 µM), without a hit: top-dose activity change, negative = inhibition, most hits filed as inhibitors; 270,000 compounds, 0.007% hits; AID 1868, 2009; note: potency is the fitted concentration of half-maximal effect; % is set by controls: 0 for no effect and ±100 for the full control effect
# Target sequence (P51570 whole entry, looked up): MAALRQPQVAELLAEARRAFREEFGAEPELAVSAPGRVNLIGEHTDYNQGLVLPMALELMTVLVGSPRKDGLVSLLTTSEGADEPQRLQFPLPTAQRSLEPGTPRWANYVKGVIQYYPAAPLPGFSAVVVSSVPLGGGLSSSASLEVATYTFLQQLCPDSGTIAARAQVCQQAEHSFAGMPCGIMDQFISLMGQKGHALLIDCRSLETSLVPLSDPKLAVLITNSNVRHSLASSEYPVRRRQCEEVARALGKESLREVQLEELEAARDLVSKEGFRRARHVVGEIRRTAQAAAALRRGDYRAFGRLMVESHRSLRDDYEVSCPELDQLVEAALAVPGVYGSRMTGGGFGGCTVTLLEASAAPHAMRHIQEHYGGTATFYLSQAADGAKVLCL
#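 5 nM enzyme, 35 uM ATP, 100 uM galactose, 20 mM HEPES pH8.0, 5 mM MgCl2; 1 h RT; residual ATP by Kinase-Glo Plus luminescence, qHTS format.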
# PKM2 act: qHTS Assay for Activators of Human Muscle isoform 2 Pyruvate Kinase; Pyruvate kinase PKM (Homo sapiens), P14618; purified PKM2, Kinase-Glo ATP luminescence, activation; response scale: 0% is enzyme alone, no compound; 260,000 compounds, 0.34% hits; Potency, µM (top dose mostly 57.5 µM), without a hit: at the top dose activation, most hits filed as activators; note: potency is the fitted concentration of half-maximal effect; % is set by controls: 0 for no effect and ±100 for the full control effect; nearly all actives have a fitted effect of over 55% in size
#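 Purified hPK-M2 (>95%) run at intermediate activity with 0.1 mM ADP and 0.5 mM PEP in 50 mM imidazole pH 7.2, KCl, MgCl2; 1 h room temperature. ATP formed read by Kinase-Glo luminescence; normalized to uninhibited and no-enzyme controls.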
# USP2a block: qHTS Assay for Inhibitors of Ubiquitin-specific Protease USP2a Using CHOP2 as the Reporter | Ubiquitin carboxyl-terminal hydrolase 2 (Homo sapiens), O75604 | 330,000 compounds, 0.01% hits | AID 463254, 2010 | USP2 core, Ub-CHOP2 coupled fluorogenic reporter, 485/531 | Potency, µM (top dose mostly 38.3 µM), for the others: top-dose activity change, negative = inhibition, hits mostly inhibitors;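 note: potency is the fitted concentration of half-maximal effect; plate controls were DMSO wells for no effect and full inhibition by NEM control for full effect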
#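 Cell-free coupled assay: 10nM USP2 core preincubated 30min RT with compound in Tris-HCl pH 8.0/CaCl2/CHAPS buffer, then 25nM Ub-CHOP2 and 25nM reporter substrate; fluorescence (Ex 485/Em 531) read after 60min RT, normalized to NEM inhibition, concentration-response curves fitted.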
# Numbers without * were called inactive; ? = inconclusive; . = not tested or not shown; [ ] = another dose, or the depositor's remark. Unless noted, calls come from the whole dose curve; as a rule, active = well fitted curve in the direction sought with a large enough effect; inconclusive = small, poorly fitted or top-dose-only effect, or another doubt; inactive = no such curve, though single readings can be large; an effect the other way counts as inactive or inconclusive.
SMILES,KCNH2 WT inh,Menin MLL FP TR,MBNL1 CUG block,Eya2 inh,BCR signal inh,S-ASM inh,Mito fusion act,TSHR antagonist,GALK inhibitor,PKM2 act,USP2a block
Cc1c(C)n(Cc2ccccc2)c2ncnc(NCCCN(C)C)c12,6,?,-6%,-2%,0%,-2%,-7%,0,.,.,-1%
Nc1[nH]nc2nc(NCc3ccccc3)c3c(c12)CCN(Cc1ccccc1)C3,28,0%,0%,14%,?,0%,0%,20,11%,-2%,4%
CN1CCN(C(=O)c2cc(Cl)cc(Cl)c2NC(=O)c2ccco2)CC1,1,4%,-5%,-2%,10%,4%,-1%,-4,-1%,-1%,-1%
O=C(c1ccccc1)c1ccc2ccccc2n1,0,12%,27%,15%,?,-2%,3%,5,-1%,1%,5%
Cn1c(=O)[nH]c(=O)c2c1nc(N1CCN(CCO)CC1)n2Cc1ccccc1,15,-6%,-2%,-1%,1%,-3%,-5%,12,1%,3%,0%
CC(C)(O)CCC(C)(C)O,-1,.,.,3%,?,4%,-2%,-7,.,.,1%
O=[N+]([O-])c1ccc2c(c1)CNc1ccccc1O2,11,36%[activator],?,10%,?,3%,-2%,-4,-3%,13%,-1%
COc1c(OC(C)=O)ccc(/C=N\NC(=O)c2ccc(Br)cc2)c1[N+](=O)[O-],2,-17%,1%,4%,-24%,-20%,3%,-27,1%,9%,7%
COc1ccc(NC(=O)C2CCCN2C(=O)NC2CCCCC2)c(OC)c1 (stereo unspecified),2,-6%,?,2%,2%,-3%,7%,-4,1%,-11%,-1%
CCc1ccc(CNC(=O)C2CCCN(S(=O)(=O)N3CC(C)CC(C)C3)C2)cc1 (stereo unspecified),2,?,-3%,-14%,6%,-1%,?,15,0%,0%,0%
COc1ccc(N=C2NC(=O)/C(=C/c3ccc(O)c(OC)c3)S2)cc1,4,15%,.,-6%,0%,-14%,15%,-1,0%,-5%,3%
Cc1ccc(S(=O)(=O)N2CCCC2)cc1C(=O)NC1CCCCC1,-4,-16%,-1%,-5%,4%,3%,-1%,8,5%,-1%,-1%
OC(c1ccccc1)(c1ccccc1)C1CCN(C(=S)NCCc2ccccc2)CC1,-3,-30%,3%,0%,5%,-3%,0%,-19,-1%,1%,-1%
Cc1cc(C)c2nc(SCc3ccc([N+](=O)[O-])cc3)nc(C)c2c1,6,1%,-4%,4%,5%,-2%,-2%,3,0%,1%,1%
COc1cc(NC(=O)CSc2nnc(C)s2)cc(OC)c1,-4,1%[11.7 µM],-8%,17%,-3%,-2%,2%,-8,1%,5%,2%
COc1ccc(CNC(=O)C2CCCN2)cc1OC (stereo unspecified),8,-12%,2%,-3%,6%,3%,0%,-6,-3%,-3%,7%
COc1cc(C(=O)O)cc(NC(=O)c2cccs2)c1OC,2,-16%,-9%,1%,4%,3%,-1%,-4,-5%,-12%,-6%
COC(=O)c1ccc2c(=O)n(Cc3ccc(C(=O)NCCCN4CCOCC4)cc3)c(=S)[nH]c2c1,-1,.,3%,7%,?,14%,2%,-2,7%,.,4%
CN=c1sc2ccccc2n1CC(O)c1ccccc1 (stereo unspecified),1,-2%,-5%,2%,-4%,1%,3%,5,1%,-2%,-2%
CCc1cc2cc(C)cc(C)c2nc1SCC(=O)N1CCCC1,8,-1%,2%,-13%,3%,-3%,4%,-1,0%,0%,3%
CC(C)OCC(O)CCc1n[nH]c(=S)n1-c1ccccc1 (stereo unspecified),-4,-5%,.,-4%,9%,5%,2%,10,2%,-18%,2%
COc1ccc(S(=O)(=O)N2CCOCC2)c(C)c1C,6,13%,-4%,3%,?,1%,-1%,10,0%,8%,3%
Cc1nnc(SCC(=O)N2CCN(c3ccccc3F)CC2)n1C1CC1,-1,.,.,10%,?,0%,2%,4,.,.,0%
CN(Cc1ccccc1)C(=O)COC(=O)C1CCN(S(=O)(=O)c2ccc(Cl)c(C(F)(F)F)c2)CC1,-6,.,.,-27%,0%,-3%,3%,1,.,.,-7%
CSc1ccc(C(=O)C2CCCN(C(=O)CCc3cnn(C)c3)C2)cc1 (stereo unspecified),-10,-1%,7%,-27%,3%,-1%,1%,-2,-2%,3%,0%

# New compounds follow.
SMILES,KCNH2 WT inh,Menin MLL FP TR,MBNL1 CUG block,Eya2 inh,BCR signal inh,S-ASM inh,Mito fusion act,TSHR antagonist,GALK inhibitor,PKM2 act,USP2a block
CC(=O)N1N=C(c2ccc3ccccc3c2)OC1(C)C,1,-1%,7%,-5%,?,2%,19%,-4,2%,1%,0%
COc1cc([N+](=O)[O-])cc2sc(NC(=O)c3c(F)cccc3F)nc12,-8,11%,.,5%,?,-6%,9%,7,1%,15%,7%
COC(=O)CC1SC(=O)NC1=O (stereo unspecified),-1,-8%,7%,-2%,-3%,0%,-2%,13,4%,-4%,1%
O=C(CN1C(=O)NC2(CCCC2)C1=O)N1CCN(S(=O)(=O)c2cc(Cl)ccc2Cl)CC1,1,.,.,6%,-1%,8%,0%,-3,.,.,3%
CSC1=NCCN1C(=O)c1ccc(S(=O)(=O)N2CCOCC2)cc1,-2,11%,2%,-2%,1%,0%,-5%,7,0%,2%,-11%
COc1ccc(OC)c(S(=O)(=O)NC(N)=NCCc2ccccc2OC)c1,.,?,8%,-8%,2%,.,-1%,-1,-1%,-8%,3%
O=C1CC(c2ccccc2)CC(=O)N1c1ccc(C(F)(F)F)cc1,0,.,.,5%,?,-1%,-10%,12,.,.,0%
CCN(CC(=O)Nc1ccccc1OC)C(=O)CSCC(=O)Nc1ccc(OC)cc1,-7,.,.,10%,-6%,3%,-5%,3,.,.,1%
CN(C)CCN(Cc1ccco1)C(=O)c1oc2ccccc2c1NC(=O)COc1ccccc1,-33,-1%,1%,3%,?,0%,-1%,44,0%,-1%[0.46 µM],0%
Cc1ccc(Oc2ccc3c(c2)C(=O)N(c2cccc4cccnc24)C3=O)cc1,13,?,7%,24%,0%,-3%,-3%,24,1%,-1%,0%
Fc1ccc(/C=N/n2cnn(Cc3ccccc3Cl)c2=S)cc1,-4,3%,-7%,-2%,3%,9%,-2%,-14,5%,-7%,4%
CCOc1ccc(NS(=O)(=O)c2ccc(NS(=O)(=O)c3cccs3)cc2)cc1,-6,?,-6%,1%,?,22%,2%,-1,-1%,8%,4%
CCc1nnc(NC(=O)CSc2nnc(C)n2Cc2ccccc2)s1,-2,-16%,1%,-4%,16%,2%,2%,-5,-2%,-5%,2%
Clc1ccccc1Cn1nnc(-c2cccs2)n1,17,-9%,-1%,-5%,-5%,-3%,6%,-30,0%,0%,3%
O=C(N/N=C/c1cccc(O)c1)c1cc(-c2ccccc2)nc2ccccc12,-1,?,-7%,5%,0%,-20%,-11%,-7,.,.,0%
O=C(NC1(C(F)(F)F)NC(=O)N(C2CCCCC2)C1=O)c1cccs1 (stereo unspecified),-41,4%,2%,-34%,4%,5%,4%,-7,-3%,-4%,-2%
CCN(CC)S(=O)(=O)c1ccc(N2CCCC2)c(NC(=O)CN2C(=O)NC3(CCCC3)C2=O)c1,-8,.,.,7%,5%,0%,1%,2,.,.,0%
O=C(Cc1cccs1)Nc1ccc(C(=O)O)cc1,-32,11%,1%,18%,2%,3%,-1%,18,8%,-8%,6%

# Some of the compounds tested; count on the stated rates, not on these rows.
